Rpn11 inh: inhibitors of human proteasome Rpn11 | AID 588493 | human 26S proteasome, Ub4-pepOG fluorescence polarization; 20S core pre-blocked with epoxomicin | 0.59% of 360,000 active | calls only at 20 µM;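 active means inhibition at 20 µM, scaled to each plate's controls, above about 33%, limit read from the data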
Target sequence (O00487 whole entry, looked up): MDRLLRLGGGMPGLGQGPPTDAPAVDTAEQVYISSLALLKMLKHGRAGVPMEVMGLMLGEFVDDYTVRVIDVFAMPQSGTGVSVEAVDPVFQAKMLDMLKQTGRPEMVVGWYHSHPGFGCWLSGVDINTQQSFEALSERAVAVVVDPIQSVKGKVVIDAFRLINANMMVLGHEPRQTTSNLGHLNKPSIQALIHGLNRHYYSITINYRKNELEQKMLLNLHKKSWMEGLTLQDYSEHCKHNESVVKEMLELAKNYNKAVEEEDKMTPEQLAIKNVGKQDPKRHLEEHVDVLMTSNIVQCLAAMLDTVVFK
CSN deneddyl inh: CSN deneddylation inhibition; Q92905; inhibition, % at 12.5 µM; Purified CSN, SCF-Nedd8-OG deneddylation, fluorescence polarization; 0.38% of 360,000 active;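 active means pattern-corrected inhibition above about 35%, with an unprinted fluorescence ratio check between 0.5 and 1.5, limit read from the data, passing the limit was not always enough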;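 further: 0% = enzyme with substrate and 100% = substrate without enzyme; some results filed as inactive read as strong as hits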
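Assay system: Purified human Csn5 enzyme expressed in HEK293T cells | Amount: Enzyme 0.24 nM | Measured by: Fluorescence polarization readout | Medium: Tris/NaCl/DTT buffer, pH 7.5 | Compound dosing: One concentration, 12.5 µM, 0.25% DMSO | Times: 90 min incubation of compound, enzyme and substrate at room temperature | Control set: no-enzyme wells high, enzyme-with-substrate wells low | Read-out: % inhibition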
FAS-TE inh: FAS thioesterase (human) inhibition. P49327. recombinant FAS-TE, OMFH fluorogenic substrate, fluorescence endpoint. inhibition, % at 15 µM. 0.67% of 360,000 active;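 active means compounds whose normalised, plate-corrected inhibition of enzyme fluorescence in the single-dose primary screen is 50% or more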;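 further: 0% = DMSO with enzyme and 100% = substrate without enzyme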
MLLE-PAM2 inh: blocks PAM2 peptide binding to the PABP1 MLLE domain. P11940. GST-MLLE / FITC-PAM2 fluorescence polarization. inhibition, % at 20 µM. 0.36% of 360,000 active; in the data active means inhibition above about 35%, passing the limit was not always enough;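 further: plate controls were DMSO wells with GST-MLLE for no effect and wells lacking GST-MLLE protein for full effect; some results filed as inactive read as strong as hits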
Rin1-Abl PPI inh: human Rin1-Abl interaction inhibition. P00519+Q13671. TR-FRET Rin1/Abl binding, biochemical. inhibition, % at 7.35 µM. 0.4% of 360,000 active; in the data active means inhibition above about 5%, passing the limit was not always enough
MsrA inh: inhibitors of bovine MsrA; purified bovine MsrA, absorbance read-out; inhibition, % at 15.5 µM; 0.75% of 360,000 active; AID 651718; in the data active means inhibition above about 4.5%;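 further: 0% = vehicle wells with enzyme and 100% = reference inhibitor wells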
bovine MsrA act: activators of bovine methionine sulfoxide reductase A; purified bovine MsrA, absorbance read-out; 0.3% of 360,000 active; activation, % at 10.6 µM; in the data active means activation above about 7.5%;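 further: 0% = vehicle and 100% = reference activator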
MT1-MMP act inh: MT1-MMP (human) activation inhibition; P50281; HT1080 RFP-PRO-GFP cells, GFP/RFP ratio fluorescence, overnight; percent of plate control window, DMSO zero; GFP/RFP ratio change, % at 20 µM; 0.061% of 360,000 active;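 active means GFP/RFP ratio change of at least 30% with cell ATP level not reduced by more than half and red fluorescence within 50% of control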; further: strong numbers were not always called active
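Test system: HT1080 RFP-PRO-GFP cells; Benchmarks: DMSO and RFP-L50D-GFP cell wells; Timing: cells overnight before dosing, compound overnight, 37 °C, 5% CO2; Compound: one 20 µM compound dose with 1% DMSO; Read-out: GFP/RFP fluorescence ratio.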
eLon inh: E. coli protease La inhibition; purified E. coli Lon protease, fluorescence polarization; inhibition, % at 7.94 µM; 0.42% of 360,000 active; in the data active means inhibition above about 13%, passing the limit was not always enough;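 further: 0% = enzyme with probe and DMSO and 100% = no enzyme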
Target sequence (P0A9M0 whole entry, looked up): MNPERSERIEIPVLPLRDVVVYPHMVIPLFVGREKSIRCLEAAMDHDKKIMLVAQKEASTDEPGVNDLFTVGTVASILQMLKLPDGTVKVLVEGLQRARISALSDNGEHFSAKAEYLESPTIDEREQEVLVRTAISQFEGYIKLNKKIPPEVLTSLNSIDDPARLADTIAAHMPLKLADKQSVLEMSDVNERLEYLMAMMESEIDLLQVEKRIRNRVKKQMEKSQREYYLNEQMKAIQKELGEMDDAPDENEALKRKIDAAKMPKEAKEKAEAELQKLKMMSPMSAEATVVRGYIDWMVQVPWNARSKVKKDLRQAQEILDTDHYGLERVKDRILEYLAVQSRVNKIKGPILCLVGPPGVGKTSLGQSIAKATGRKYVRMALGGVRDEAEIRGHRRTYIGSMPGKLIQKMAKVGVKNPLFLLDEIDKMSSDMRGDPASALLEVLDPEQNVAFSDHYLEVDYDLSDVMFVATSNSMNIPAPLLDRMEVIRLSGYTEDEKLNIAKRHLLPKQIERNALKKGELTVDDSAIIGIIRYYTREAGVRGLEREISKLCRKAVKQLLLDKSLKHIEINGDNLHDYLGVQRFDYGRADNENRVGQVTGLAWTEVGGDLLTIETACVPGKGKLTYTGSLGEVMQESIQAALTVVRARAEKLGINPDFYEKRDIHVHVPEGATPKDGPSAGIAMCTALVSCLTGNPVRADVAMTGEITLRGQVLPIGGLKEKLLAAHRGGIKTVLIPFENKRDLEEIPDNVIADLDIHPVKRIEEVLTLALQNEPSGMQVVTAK
* hit, by the source's call; i = inactive; . = no result given; + = active, no number.

SMILES | Rpn11 inh | CSN deneddyl inh | FAS-TE inh | MLLE-PAM2 inh | Rin1-Abl PPI inh | MsrA inh | bovine MsrA act | MT1-MMP act inh | eLon inh
CCNc1cc2oc(=O)c(CN3CCOCC3)c(C)c2cc1C | i | -23 | -22 | 48* | -6 | 1.3 | 6 | -3 | 9
CCCOc1ccc(C(=O)Nc2nc(C)c(Cc3ccc4c(c3)OCO4)s2)cc1 | i | -4 | 8 | 6 | -274 | -1.9 | -11 | 6 | -6
O=C(Nc1ccc(S(=O)(=O)NCC2CCCO2)cc1)c1ccc(Cl)cc1[N+](=O)[O-] (configuration not stated) | i | 4 | -7 | -2 | 2 | -0.9 | -7 | 2 | 3
Cc1cc(-c2ccco2)n(CC(=O)NCc2ccco2)n1 | i | 2 | -3 | 7 | -1 | -1.2 | -2 | -1 | -3
CC(=O)c1ccc(N2CCN(C(=S)Nc3ccccc3)CC2)cc1 | i | 2 | -3 | -111 | -2 | 4.2 | -3 | -3 | -8
CC(=O)C1=C(O)C(=O)N(c2ccc(O)cc2)C1c1ccc(C)cc1 (configuration not stated) | i | 2 | -2 | -4 | -1 | 3.5 | -5 | 5 | -6
Cc1nc(C(C)NC(=O)CCc2nnc(Cc3c[nH]c4ccccc34)o2)cs1 (configuration not stated) | i | -8 | -8 | -7 | 1 | 0.2 | 0 | 1 | 5
CCCCc1ccc(CC(=O)O)cc1 | i | -3 | -7 | 30 | -3 | -0.2 | -3 | 2 | -4
COc1ccc(C(C(=O)OC(C)CN(C)C)c2ccccc2)cc1 (configuration not stated) | i | 2 | -4 | -4 | -2 | -0.4 | -1 | -3 | -4
CCN(CC)CCN1C(=O)C(=O)/C(=C(/O)c2ccccc2)C1c1ccccc1F (configuration not stated) | i | -9 | -4 | 1 | -2 | 3.0 | -3 | 3 | -3
Cc1cccn2c(=O)c3cc(C(=O)N(C)C)n(C)c3nc12 | i | -9 | -6 | 53* | -1 | 2.9 | -1 | 6 | 11
Cc1ccc(N2C(=O)Nc3ccc(Br)cc3C2(O)C(=O)NCCN(C)C)cc1C (configuration not stated) | i | -3 | 1 | -9 | 2 | 1.8 | -3 | 5 | -24
CCN(CC)Cc1c(O)ccc2occ(C(=O)c3ccc(OC)cc3)c12 | i | -3 | -8 | -3 | -1 | 0.2 | -12 | 7 | -1
O=C(Nc1nncs1)c1ccc(Br)c(S(=O)(=O)N2CCCC2)c1 | i | 2 | -2 | -2 | 1 | 0.2 | 0 | -1 | 2
CC(OC(=O)CC1Sc2ccccc2NC1=O)C(=O)N(C)Cc1ccccc1 (configuration not stated) | i | 2 | 0 | -10 | 3 | -0.5 | -9 | -1 | 13

Exported with values under each structure: entries from further up
Value order – Rpn11 inh, CSN deneddyl inh, FAS-TE inh, MLLE-PAM2 inh, Rin1-Abl PPI inh, MsrA inh, bovine MsrA act, MT1-MMP act inh, eLon inh
> CCNc1cc2oc(=O)c(CN3CCOCC3)c(C)c2cc1C
  i, -23, -22, 48*, -6, 1.3, 6, -3, 9
> CCCOc1ccc(C(=O)Nc2nc(C)c(Cc3ccc4c(c3)OCO4)s2)cc1
  i, -4, 8, 6, -274, -1.9, -11, 6, -6
> O=C(Nc1ccc(S(=O)(=O)NCC2CCCO2)cc1)c1ccc(Cl)cc1[N+](=O)[O-] (configuration not stated)
  i, 4, -7, -2, 2, -0.9, -7, 2, 3
> Cc1cc(-c2ccco2)n(CC(=O)NCc2ccco2)n1
  i, 2, -3, 7, -1, -1.2, -2, -1, -3
> CC(=O)c1ccc(N2CCN(C(=S)Nc3ccccc3)CC2)cc1
  i, 2, -3, -111, -2, 4.2, -3, -3, -8
> CC(=O)C1=C(O)C(=O)N(c2ccc(O)cc2)C1c1ccc(C)cc1 (configuration not stated)
  i, 2, -2, -4, -1, 3.5, -5, 5, -6
> Cc1nc(C(C)NC(=O)CCc2nnc(Cc3c[nH]c4ccccc34)o2)cs1 (configuration not stated)
  i, -8, -8, -7, 1, 0.2, 0, 1, 5
> CCCCc1ccc(CC(=O)O)cc1
  i, -3, -7, 30, -3, -0.2, -3, 2, -4
> COc1ccc(C(C(=O)OC(C)CN(C)C)c2ccccc2)cc1 (configuration not stated)
  i, 2, -4, -4, -2, -0.4, -1, -3, -4
> CCN(CC)CCN1C(=O)C(=O)/C(=C(/O)c2ccccc2)C1c1ccccc1F (configuration not stated)
  i, -9, -4, 1, -2, 3.0, -3, 3, -3
> Cc1cccn2c(=O)c3cc(C(=O)N(C)C)n(C)c3nc12
  i, -9, -6, 53*, -1, 2.9, -1, 6, 11
> Cc1ccc(N2C(=O)Nc3ccc(Br)cc3C2(O)C(=O)NCCN(C)C)cc1C (configuration not stated)
  i, -3, 1, -9, 2, 1.8, -3, 5, -24

The results go on.
SMILES | Rpn11 inh | CSN deneddyl inh | FAS-TE inh | MLLE-PAM2 inh | Rin1-Abl PPI inh | MsrA inh | bovine MsrA act | MT1-MMP act inh | eLon inh
COc1cc(/C=C/C(=O)/C=C(O)/C=C/c2ccc(O)c(OC)c2)ccc1O | . | 119 | -1 | -25 | 0 | 0.7 | -2 | -21 | i
CC(C)CCN1CCC(n2nccc2NC(=O)c2ccc3c(c2)OCO3)CC1 | i | -1 | -6 | -4 | 2 | -0.1 | -3 | 5 | 1
CCN(c1ccccc1)S(=O)(=O)c1ccc(OC)c(NC(=O)CN(C)C)c1 | i | -3 | -8 | 5 | 0 | 1.2 | -8 | -2 | 6
Cc1ccc(N2C(=N)/C(=C3/Nc4ccccc4S3)C(c3ccccc3)C2=O)cc1 (configuration not stated) | i | -8 | 63* | 4 | -1 | 0.0 | -7 | -12 | -26
COc1cc(/C=N/N2C(=O)C3C4C=CC(CC4)C3C2=O)ccc1O (configuration not stated) | i | 1 | -4 | -5 | -3 | 2.8 | -6 | 5 | 5
Cc1cccc(/C=C2/SC(=O)N(Cc3ccccc3Cl)C2=O)n1 | i | -7 | 15 | -9 | 0 | -0.4 | -2 | -4 | -6
COC(=O)c1cccc(NC(=S)Nc2cc(Cl)ccc2OC)c1 | i | 1 | 14 | 16 | 5 | 3.0 | -3 | 3 | -7
COc1ccc(S(=O)(=O)N(CC(=O)Nc2ccc3c(c2)OCO3)c2ccccc2OC)cc1 | i | -5 | 19 | -12 | -5 | -0.8 | 1 | 0 | -3
CCCCNC(=O)CC(NS(=O)(=O)c1ccc(C)cc1)c1ccco1 (configuration not stated) | i | 0 | -11 | 1 | 0 | -0.1 | -4 | -3 | -4
O=C1NC[C@H](Cc2ccccc2)N(C[C@@H]2CCCN2C[C@H](Cc2ccccc2)N2C[C@H](Cc3ccccc3)N(CC3CCCCC3)C(=O)C2=O)C1=O | i | 1 | 7 | 0 | 7 | 0.4 | -1 | 2 | -1
Cc1ccc(NC(=O)C2=CCN(S(=O)(=O)c3ccc(F)cc3)CC2)c(C)c1 | i | -7 | -2 | 5 | -1 | 1.2 | 2 | -2 | -2
O=C(CNC(=O)c1n[nH]c2ccccc12)Nc1ccc(F)c(F)c1F | i | 2 | -6 | -2 | -6 | 0.1 | -2 | 3 | -20
O=C(Cc1ccccc1Cl)N1CCOCC1 | i | -1 | -7 | 10 | -4 | -0.9 | -1 | -2 | 4
Cc1nc(Cc2nnc(SCC(=O)N3c4ccccc4NC(=O)C3(C)C)o2)cs1 | i | 6 | -4 | -12 | 4 | -0.7 | -3 | 1 | -2
CC1CC(N(C(=O)c2ccc(Cl)cc2)c2ccccc2)c2ccccc2N1C(=O)c1ccco1 (configuration not stated) | i | 0 | 34 | -3 | 0 | 1.2 | 0 | -13 | 1
CCc1ccc(N2CC(C(=O)NC3=NCCS3)CC2=O)cc1 (configuration not stated) | i | 5 | -16 | -8 | 1 | 1.7 | -3 | 12 | 0
CCCCCCCNC(=O)C1(CC2CC(c3ccc(Cl)cc3)=NO2)CCN(C(=O)c2ccccc2)CC1 (configuration not stated) | i | 4 | 15 | -8 | 6 | -0.4 | -4 | 5 | 14
CCCCn1cnc2c1c(=O)[nH]c(=O)n2CCCC | i | -2 | -4 | 17 | 2 | -1.5 | -2 | 0 | 1
CCC(C(=O)NC(C)(C)C)N(C(=O)Cn1nnc(-c2ccccc2F)n1)c1cnc2ccccc2c1 (configuration not stated) | i | -4 | -6 | 3 | 0 | -1.8 | -4 | 0 | 15
CCOC(=O)c1c(-c2ccccc2)oc2ccc(OCC(=O)NN)cc12 | i | -1 | 3 | 0 | 1 | -0.7 | -11 | . | 4
CCCCn1c(Nc2ccc(OC)cc2)nc2ccccc21 | i | -2 | -1 | -5 | -1 | 0.5 | 0 | 3 | -3
CC(C)CNC(=O)C1(C)CCN1C(=O)c1ccc(C(C)(C)C)cc1 (configuration not stated) | i | -5 | 1 | -4 | -1 | -1.3 | -1 | -4 | 2
CC12COC3(C(=O)Nc4cccnc4)CC1CCC32C (configuration not stated) | i | -4 | -6 | -3 | 2 | 0.8 | -3 | -4 | 3
CCOC(=O)N1CCN(C(=O)c2cc3cc(Cl)ccc3[nH]2)CC1 | i | 4 | 2 | -11 | -3 | 0.5 | -2 | 0 | -6
Cc1nc(Cl)sc1C(=O)Nc1ccc(Cl)cc1 | i | -4 | 4 | 5 | 1 | 0.1 | -4 | -1 | 3
COc1ccc(C(=O)COc2nc(C)cc(C)c2C#N)cc1 | i | -1 | 15 | -1 | -5 | -0.4 | -3 | 10 | -4
CCCC(O)(c1ccc(OC)cc1)C(CN1CCOCC1)c1ccc(Cl)cc1 (configuration not stated) | i | 5 | 20 | 0 | -1 | 0.4 | -1 | -4 | 2
COc1ccc2c(Cl)c(C(=O)N/N=C/c3c(C)[nH]c4ccccc34)sc2c1 | + | 14 | 27 | -33 | -2 | 1.6 | -4 | 3 | -21
C=CCC[C@H](Cc1ccc(F)cc1)C(=O)OC[C@H](Cc1c[nH]c2ccccc12)NC(=O)[C@@H](CC=C)CC(=O)N(CCO)Cc1ccccc1 | i | 2 | 27 | -2 | 4 | 1.3 | -2 | -13 | 12
Cc1ccccc1C(=O)Nc1ccccc1C(=O)N1CCC(C)CC1 | i | -7 | -3 | -6 | 1 | 0.8 | -2 | 0 | -19
O=C(C(Cl)c1ccccc1)N1CCCC1 (configuration not stated) | i | 2 | -7 | -3 | -1 | -0.4 | -6 | -1 | 5
Nc1ccn(CC(=O)NCCNc2ccc([N+](=O)[O-])cn2)c(=O)n1 | i | -2 | -7 | 17 | -2 | 2.0 | -5 | 2 | 8
Cc1cccc(-n2c(-c3csc4ccccc34)n[nH]c2=S)c1 | i | -21 | 6 | -41 | 1 | 1.5 | -1 | -2 | -9
Cn1c(=O)[nH]c(=O)c2c1nc(CN1CCN(c3ccc(F)cc3)CC1)n2CCc1ccccc1 | i | -5 | 0 | 6 | 2 | 0.3 | -2 | 7 | -8
Cc1ccn2c(C(=O)N/N=C\c3cccs3)c(C)nc2c1 | i | 1 | -7 | 2 | -1 | 7.4* | -4 | 1 | -9
CC(C)C(C)NC(=O)COC(=O)C1CCN(S(=O)(=O)c2ccc3c(c2)OCCO3)CC1 (configuration not stated) | i | 6 | -7 | -13 | -1 | 0.1 | -2 | 4 | 0
COc1ccc(C/C(O)=C(\C#N)c2nc3ccccc3s2)cc1 | i | 1 | -3 | 0 | 2 | . | -4 | -2 | 0
